# Lmaj promast: Leishmania major promastigote growth inhibition. Leishmania major promastigotes, resazurin fluorescence viability. inhibition, % at 10 µM. 9% of 200,000 active. AID 1063; in the data active = inhibition above about 50%;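 note: promastigotes grown with compound for 44 hours at 28 °C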
# Hsp70 act: transcriptional activators of Hsp70 | AID 1203 | 0.04% of 200,000 active | HeLa Hsp70 promoter luciferase reporter, luminescence; scaled: vehicle 0, proteasome-inhibitor control 100% | activation, % at 10 µM;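 active = activation above the mean across all tested compounds plus 3 SD, cutoff set per campaign, cut at about 5.5% in these data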;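 note: 100% = MG132 at 30 µM as the positive control and 0% = DMSO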
# Efa HMGR inh: blocks class II HMG-CoA reductase of Enterococcus faecalis. inhibition, % at 10 µM. 0.41% of 190,000 active. purified E. faecalis HMGR, NADPH absorbance 340 nm kinetic. AID 1066;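 active = inhibition above a set limit, the median over all tested compounds plus 3 SD, cut at about 9.5% in these data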;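 note: enzyme runs in reverse so mevalonate oxidation gives rising NADPH absorbance; 0% = complete reaction with DMSO and 100% = background rate lacking mevalonate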
# PMI act: activators of human phosphomannose isomerase; purified human PMI, coupled resazurin fluorescence, 20 min; active compounds read high; 1 = vehicle control, 0 substrate-free wells; P34949; 0.005% of 190,000 active; activation factor at 20 µM;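 active = activation factor of 2 or more at 20 µM, relative to plate controls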
# Target sequence (P34949 whole entry, looked up): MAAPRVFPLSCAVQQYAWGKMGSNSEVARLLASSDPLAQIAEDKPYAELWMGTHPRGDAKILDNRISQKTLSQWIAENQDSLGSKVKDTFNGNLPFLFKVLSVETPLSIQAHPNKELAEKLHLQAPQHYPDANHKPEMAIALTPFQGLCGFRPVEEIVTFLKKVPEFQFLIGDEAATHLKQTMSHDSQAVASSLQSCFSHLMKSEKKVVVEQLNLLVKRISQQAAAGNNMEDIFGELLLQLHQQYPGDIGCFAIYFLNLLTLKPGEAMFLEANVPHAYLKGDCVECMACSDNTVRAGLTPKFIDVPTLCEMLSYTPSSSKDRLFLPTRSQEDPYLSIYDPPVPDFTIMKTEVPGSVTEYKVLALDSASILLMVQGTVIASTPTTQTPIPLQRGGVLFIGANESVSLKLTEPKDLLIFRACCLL
# TNAP inh noacc: inhibitors of human TNAP without phosphate acceptor. P05186. purified TNAP, CDP-star luminescence, 30 min. inhibition, % at 20 µM. 0.26% of 200,000 active;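 active = tissue-nonspecific alkaline phosphatase inhibition above about 50% at 20 µM in the single-dose screen, limit read from the data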;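 note: 0% = DMSO negative control and 100% = EDTA positive control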
# S1P3 antag: antagonists of human S1P3 receptor; CHO S1P3 NFAT-BLA reporter, FRET fluorescence, antagonist mode; Q99500; inhibition, % at 4.98 µM; 0.27% of 170,000 active;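 active = inhibition above the plate cutoff, the mean inhibition of test wells on that plate plus 3 SD, cut at about 28% in these data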;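 note: cells challenged with S1P at its EC80 of 0.8 µM; blue over green emission ratio from cleaved BLA substrate after 4 h stimulation; 0% = S1P-stimulated wells and 100% = unstimulated DMSO-only wells; some compounds past the cut are filed as inactive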
# Target sequence (Q99500 whole entry, looked up): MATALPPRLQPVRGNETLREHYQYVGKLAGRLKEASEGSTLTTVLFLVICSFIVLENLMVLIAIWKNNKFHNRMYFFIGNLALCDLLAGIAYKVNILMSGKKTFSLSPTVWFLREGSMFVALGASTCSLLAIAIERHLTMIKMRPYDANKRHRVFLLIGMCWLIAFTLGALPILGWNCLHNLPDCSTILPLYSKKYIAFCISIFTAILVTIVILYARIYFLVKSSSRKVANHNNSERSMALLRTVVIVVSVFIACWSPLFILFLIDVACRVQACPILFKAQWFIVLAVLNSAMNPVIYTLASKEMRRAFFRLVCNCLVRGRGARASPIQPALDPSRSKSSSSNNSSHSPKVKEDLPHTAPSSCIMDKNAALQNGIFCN
# RAM network inh: inhibitors of the yeast RAM network; AID 868; 1.8% of 190,000 active; inhibition, % at 50 µM; S. cerevisiae dse1pr::URA3 reporter, 5-FOA growth OD615, 2 d; analog-sensitive cbk1-as2 kinase mutant strain;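 active = inhibition above a set limit, 3 SD over mean compound inhibition, cut at about 8.4% in these data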;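 note: 0% = DMSO-only wells with no growth and 100% = 10 µM 1-NA-PP1 full growth; inhibition rescues growth on 5-FOA so higher OD means more RAM inhibition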
# TNAP inh hiacc: TNAP (human) inhibition, high acceptor | P05186 | purified TNAP, CDP-star luminescence, 1 M DEA | inhibition, % at 20 µM | 0.03% of 200,000 active | AID 1135;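 active = over 50% inhibition of tissue-nonspecific alkaline phosphatase at 20 µM in the single-dose screen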;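 note: plate controls were DMSO wells for no effect and EDTA-quenched wells as full inhibition for full effect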
# DTT redox prof: compounds producing H2O2 with reducing agent – biochemical, NIH compound library profiling, artefact control for MLSCN library redox annotation, primary screen | AID 878 | 0.03% of 200,000 active | DTT-dependent redox cycling H2O2, phenol red/HRP absorbance; 100% = 100 µM peroxide control, 0% = buffer | activation, % at 10 µM;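 active = activation of at least 50% relative to the plate's high and low controls in the primary single-dose screen; inactive = activation below 50%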;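 note: compound incubated with DTT at 0.8 mM final as the reducing agent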
# PMI act satM6P: increases human PMI activity with near-saturating mannose 6-phosphate | coupled PMI enzyme assay, resazurin fluorescence, 20 min; active compounds read high; 1 = untreated enzyme, 0 = substrate-free blank | activation factor at 20 µM | 0.34% of 190,000 active | AID 1216;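 active = activation factor of 2 or more at 20 µM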
#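 Material: human phosphomannose isomerase with PGI, G6PDH, diaphorase coupling enzymes; amount: PMI at 15 ng/mL final; also added: Mannose-6-phosphate 1.0 mM (near-saturating) plus 0.22 mM NADP+; incubation: enzyme reaction with compound 20 min at room temperature; signal: resorufin fluorescence (Ex 544/Em 590 nm) from resazurin via diaphorase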
# An asterisk follows results filed as active; nt = not tested or not shown. No enrichment for hits; 12% or so of the library scored in one or more.
SMILES,Lmaj promast,Hsp70 act,Efa HMGR inh,PMI act,TNAP inh noacc,S1P3 antag,RAM network inh,TNAP inh hiacc,DTT redox prof,PMI act satM6P
CCc1ccccc1NC(=O)CSc1nnc(Cn2nnc3ccccc32)n1C,-5,-0.2,-1,1.1,-8,nt,0.6,-2,0.2,1.1
CC(C)c1ccc(O)c(NC(=S)NC(=O)c2cccnc2)c1,-3,-0.1,-1,0.9,-18,-20,3.9,0,-1.7,1
CC(C)Oc1cccc(C(=O)C2CCCN(Cc3ccc(Oc4ncccn4)cc3)C2)c1 (stereo unspecified),79*,-0.3,0,0.9,-4,4,0.5,-4,-1.3,0.9
O=C(O)c1cn(Cc2ccccc2Cl)c2ccc(S(=O)(=O)N3CCOCC3)cc2c1=O,-9,0.0,-6,0.9,-10,-13,2.1,-5,0.5,0.9
CCOc1ccc(-c2cnc(N)n2C)cc1,0,-0.5,-7,1,12,-9,2.1,3,-0.7,0.9
CCOc1ccc(CNCCc2ccc(S(N)(=O)=O)cc2)cc1,20,0.0,-11,1.1,-3,-4,0.8,0,-1.3,1
CCOC(=O)c1ccc(NC(=O)c2ccc(CO)c(C(=O)NC3CCN(C(=O)OCC)CC3)c2)cc1,-1,-0.2,-4,0.9,-16,nt,0.0,3,0.1,0.9
Cc1cc(C)c2c(c1)-c1c(ssc1=S)C(C)(C)N2C(=O)CSc1nncn1C,32,-0.1,-5,0.9,1,-1,0.7,3,0.8,1
Cc1cccc(C)c1N1C(=O)CC(N(O)c2ccccc2)C1=O (stereo unspecified),-1,0.1,-3,0.9,-8,2,1.2,5,-0.9,1
CCOc1ccc(NC(=O)Nc2cc(C)ccc2OC)cc1,-3,-0.1,-5,1,-5,16,3.1,-1,1.1,0.9
NC(=O)C1CCN(C(=O)C2c3ccccc3C(=O)N3CCc4ccccc4C23)CC1 (stereo unspecified),-7,-0.5,2,0.9,-13,5,0.3,-3,1.5,0.9
Cc1ccc(C(=O)c2cc3ccccc3o2)cc1[N+](=O)[O-],-5,0.6,-3,1,-14,-13,2.9,-1,-0.2,0.9
O=C(c1ccco1)N(CC1CCCO1)c1nc(-c2ccccc2)cs1 (stereo unspecified),12,-0.1,-7,0.9,0,19,7.4,-2,0.5,0.8
CCN1CCCC1CNC(=O)CCNC(=O)c1cc(OC)c(OC)c(OC)c1 (stereo unspecified),-6,0.1,-7,1,-17,7,2.0,-9,-0.1,1
CCOC(=O)C1(c2csc(N)n2)COC(=O)C1 (stereo unspecified),-3,-0.3,0,0.9,-11,nt,0.0,-5,-0.2,0.9
Cc1cc(C)c2nc(N3CCCC(C(=O)NCCCN4CCOCC4)C3)sc2c1 (stereo unspecified),2,-0.1,-4,0.9,-7,nt,0.4,-10,0.0,1.1
Cc1ccc(-n2nc(C(=O)N/N=C/c3cccc(C(F)(F)F)c3)c3ccccc3c2=O)cc1C,-4,-0.1,-1,0.9,9,nt,4.2,0,1.7,0.9
CCCc1nc2ccc(NC(=O)c3cccs3)cc2c(=O)n1Cc1ccc(Cl)cc1,72*,-0.4,-6,0.9,-10,20,2.7,-4,-0.3,1
O=C(COC(=O)c1ccc(Cl)c(S(=O)(=O)N2CCc3ccccc3C2)c1)Nc1ncc(Cl)cc1Cl,81*,-0.2,-4,0.9,-7,2,10*,4,0.2,0.9
O=C(c1ccc(F)cc1)N1CCN(c2cc(N3CCCCC3)c(F)cc2[N+](=O)[O-])CC1,-1,-0.2,-3,0.9,3,nt,3.0,6,2.1,0.9
O=C(Cc1ccccc1)Nc1nnc(-c2cccc([N+](=O)[O-])c2)s1,-6,-0.3,-8,0.8,-14,-4,3.7,-2,0.6,0.9
O=C(/C=C/c1cccs1)NC(=S)NNC(=O)c1ccccc1O,99*,-0.2,-3,1.2,-113,-24,2.7,-2,-0.7,1.4
Cn1ncc2cc(NC(N)=S)ccc21,-6,0.0,-4,1.1,-2,-8,1.9,3,-0.1,1.1
CC(OC(=O)c1ccncc1)C(=O)Nc1cccc(Cl)c1 (stereo unspecified),3,-0.3,-6,1,-16,-22,1.4,-10,0.3,1
O=C(CN1CCN(S(=O)(=O)c2ccc(Br)cc2)CC1)Nc1ccccc1F,23,-0.2,-2,1,-9,nt,1.1,-6,0.1,1
COc1ccc(C(=O)NCc2ccc(C)cc2)cc1S(=O)(=O)N1CCCc2ccccc21,99*,-0.3,-2,1,-2,nt,6.6,-8,0.1,1
COc1ccc(Nc2nc(OC)nc(N3CCOCC3)n2)cc1,1,0.5,0,0.9,-7,18,0.3,-2,-0.5,1
COc1ccc(CNC(=O)NC(C)(C)c2cccc(C(C)(C)NC(=O)NCc3ccc(OC)cc3)c2)cc1,-4,-0.2,0,0.9,-4,-13,8.3,-3,0.9,1
CCOC(=O)C1CCN(C(=O)CSc2n[nH]c(=O)[nH]c2=O)CC1,-8,-0.1,-6,0.9,-11,1,1.3,-2,15,0.9
O=C(CSc1nnc(COc2ccccc2F)n1-c1ccccc1)NCc1ccco1,6,0.0,2,0.9,-2,nt,0.9,-4,0.2,0.9
COc1cccc(CN2CCN(Cc3nc4c(s3)CCCC4)CC2CCO)c1 (stereo unspecified),17,-0.3,2,0.9,-2,-1,1.3,2,-0.4,0.9
Cc1ccc(CC(=O)N2CCN(c3cccc(C(F)(F)F)c3)CC2)cc1,-1,-0.2,-5,1,-8,nt,3.9,-2,1.6,1
Cc1ccccc1-n1nnnc1SCC(=O)NCC1CCCO1 (stereo unspecified),-1,0.1,-5,1.1,0,-6,2.0,-3,-1.9,1
CCCC(=O)Nc1ccc2c(c1)nc(CN1CCCCC1)n2C,-2,0.4,-6,1,-3,-4,2.4,-7,3.0,0.9
O=c1c(Oc2ccccc2Br)c(C(F)(F)F)oc2c(CN3CCCC3)c(O)ccc12,86*,-0.2,-1,1.4,16,nt,0.0,4,2.0,1.6
COc1ccc(OC)c(NC(=O)CCN2CCN(c3ccccc3F)CC2)c1,0,-0.5,1,1.1,-6,nt,0.4,-2,-0.1,1
C=CCN1C(=O)C(CC(=O)Nc2ccccc2)N(Cc2ccccn2)C1=S (stereo unspecified),-3,-0.3,-2,1,-12,-3,2.1,-4,-1.0,1
COc1ccccc1CNC(=O)c1ccc(-c2ccccc2Cl)o1,15,-0.1,-3,1.2,-10,7,10*,-6,1.1,1.2
C=CCOc1ccc(CNn2cn[nH]c2=S)cc1OCC,-6,-0.1,-2,0.9,11,nt,1.8,0,1.3,0.9
CC(=O)Oc1c(/C=C(\C#N)C(N)=O)[nH]c2ccccc12,96*,-0.4,-1,0.8,29,-9,0.8,39,-0.3,0.6
CC(C)(C)NC(=O)C(=O)NNC(=O)COc1ccc(Br)cc1,-3,-0.3,2,0.9,-84,-3,0.7,1,-0.5,1
Cc1ccc(NC(=O)Cn2nc(C)cc2C)cc1,-2,-0.1,0,1.1,4,12,0.9,-6,1.3,1.1
Cc1ccc(C(=O)NN2C(=O)c3ccc(S(=O)(=O)c4ccc(C(=O)O)cc4)cc3C2=O)cc1,9,-0.1,-3,1,6,-6,1.0,4,-0.5,1.1
CC(C)N(C(=O)CSc1nc2ccccc2n1-c1ccccc1)C(C)C,23,-0.2,-1,1,-10,nt,0.3,-6,2.3,1.2
COC(=O)c1ccc(NC(=O)NCCCl)cc1,6,-0.1,-9,1.2,-4,0,2.2,0,-0.5,1.1

# Compound profiles, from the list above:
# O=c1c(Oc2ccccc2Br)c(C(F)(F)F)oc2c(CN3CCCC3)c(O)ccc12 is listed with Lmaj promast: 86*; Hsp70 act: -0.2; Efa HMGR inh: -1; PMI act: 1.4; TNAP inh noacc: 16; S1P3 antag: nt; RAM network inh: 0.0; TNAP inh hiacc: 4; DTT redox prof: 2.0; PMI act satM6P: 1.6
# COC(=O)c1ccc(NC(=O)NCCCl)cc1 is listed with Lmaj promast: 6; Hsp70 act: -0.1; Efa HMGR inh: -9; PMI act: 1.2; TNAP inh noacc: -4; S1P3 antag: 0; RAM network inh: 2.2; TNAP inh hiacc: 0; DTT redox prof: -0.5; PMI act satM6P: 1.1

# Later entries:
SMILES,Lmaj promast,Hsp70 act,Efa HMGR inh,PMI act,TNAP inh noacc,S1P3 antag,RAM network inh,TNAP inh hiacc,DTT redox prof,PMI act satM6P
COC(=O)c1ccccc1NC(=O)c1cc(-c2ccc(O)cc2)on1,-6,0.6,-10,1,10,nt,3.6,-8,0.1,0.9
Cc1ccc(NC(=O)c2ccco2)c([N+](=O)[O-])c1,1,-0.5,-4,1.1,0,-9,0.4,-5,-0.9,1.1
CCn1nc(C)c(NC(=O)CSc2nnc(-c3ccco3)n2C)c1C,-6,-0.2,1,0.9,-12,-11,0.2,-6,1.7,0.9
COc1ccc(C(=O)NCCc2nnc(SCC(=O)Nc3ccc(Br)cc3)n2C)cc1,1,-0.1,-5,0.9,-28,nt,2.2,-8,1.2,0.9
O=C(NNC(=O)c1ccncc1)NC1CCCCC1,-7,0.2,7,1,-7,-11,-0.4,-3,-1.0,1
O=C(N/N=C/c1ccccc1)c1[nH]ncc1Br,-5,-0.1,-6,1,-55,-21,-0.7,1,-3.4,1
Cc1ccc(Nc2nc(C(=O)N3CCC(C(=O)NCCN4CCOCC4)CC3)cs2)cc1,-1,0.1,-5,1,-7,-14,0.4,-7,-0.2,1
O=C1c2ccccc2-c2n[nH]c(=O)c3ccc(N4CCCCC4)c1c23,23,0.2,1,0.9,9,4,1.0,14,-0.5,1
COc1ccc(-n2c3c(cc(C(=O)NCc4ccco4)c2=O)C(=O)CC(C)(C)C3)cc1,55*,-0.2,0,0.9,-1,-1,4.4,-3,-0.1,1
O=C(Cn1cnc2ccccc2c1=O)N1CCc2ccccc2C1,-7,-0.2,-1,1,-5,-3,0.6,-3,0.0,1
COc1ccc(C)cc1S(=O)(=O)N(C)CC(=O)N1CCC(C)CC1,-3,-0.3,-1,0.9,-6,nt,0.1,-3,-0.1,0.9
Cc1cc(Nc2ccccc2)nc(N)n1,11,-0.5,2,1,-4,nt,-0.7,2,1.2,1
C=CCn1c(SCC(=O)Nc2ccccc2C)nnc1-c1ccncc1,-5,-0.1,-1,0.9,-8,7,14*,-3,-0.1,1
CC1CC(CC(C)C(=O)Nc2nncs2)C(=O)O1 (stereo unspecified),-3,-0.2,-4,1.2,-1,nt,1.6,-8,0.1,1.1
CC1CCN(C(=O)Cn2cc(SCC(=O)NCC3CCCO3)c3ccccc32)CC1 (stereo unspecified),-7,-0.1,-1,1.1,-12,-17,-0.8,-2,0.4,1.1
Cc1cc2c(ccc3c2no[n+]3[O-])nn1,10,0.0,-12,0.9,-6,-2,0.0,-8,0.9,0.8
CC(=O)Oc1ccc(C(=O)Nc2nccs2)cc1,-7,nt,0,1,-22,-36,1.8,-7,-1.4,1
Cc1ccc(C)c(Nc2ncnc(N)c2[N+](=O)[O-])c1,61*,-0.2,4,0.9,-6,3,3.4,-6,0.2,0.9
CCCCCOc1ccc(NC(=O)C(=O)NCCCn2ccnc2)cc1,14,-0.3,-9,1,-4,nt,-0.5,-7,0.0,1
Cc1c(C(=O)Nc2ccccc2[N+](=O)[O-])csc1-c1ccccc1,-2,-0.1,-3,0.9,-7,-5,5.5,3,1.0,1

# Compound activity (PubChem)
